HTRA1 inh = HTRA1 serine protease inhibitors, primary screen, biochemical, fluorescence polarization, HTS; Q92743; recombinant HTRA1, FP-rhodamine activity-based probe; inhibition, % at 5.96 µM; 340,000 tested, 0.5% active; in the data active = inhibition above about 36%;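 note: 0% = enzyme with DMSO and 100% = wells lacking enzyme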
Target sequence (Q92743 whole entry, looked up): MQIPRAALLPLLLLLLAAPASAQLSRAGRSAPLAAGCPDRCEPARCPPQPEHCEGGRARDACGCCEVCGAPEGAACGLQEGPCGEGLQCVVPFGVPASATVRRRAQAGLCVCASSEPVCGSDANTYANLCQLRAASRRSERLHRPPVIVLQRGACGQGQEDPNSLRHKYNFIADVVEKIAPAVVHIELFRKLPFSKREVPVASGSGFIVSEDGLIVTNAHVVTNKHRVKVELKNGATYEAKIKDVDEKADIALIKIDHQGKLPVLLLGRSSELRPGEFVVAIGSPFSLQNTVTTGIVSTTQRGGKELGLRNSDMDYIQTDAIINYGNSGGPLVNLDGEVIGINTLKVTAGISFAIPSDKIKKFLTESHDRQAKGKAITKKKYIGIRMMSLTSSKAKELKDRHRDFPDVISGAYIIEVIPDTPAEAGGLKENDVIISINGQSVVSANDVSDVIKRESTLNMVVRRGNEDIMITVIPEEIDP
PG9 binder = binders of HIV-1 gp120 antibody PG9, primary screen, biochemical, TR-FRET. inhibition, % at 6.7 µM. TR-FRET gp120-PG9 antibody binding. HIV-1 gp120 / PG9 antibody interaction. AID 624416, 2012. 360,000 tested, 0.43% active; in the data active = inhibition above about 8.5%
TCR-CD3 inh = inhibitors of human TCR-CD3 interaction, primary screen, biochemical, fluorescence, TAMRA-labeled TCR probe; T-cell receptor (TCR); inhibition, % at 9.4 µM; 360,000 tested, 0.37% active; in the data active = inhibition above about 19%;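 note: recombinant mutant TCR 2C K166C tagged with TAMRA read by polarization; 0% = receptor in buffer alone and 100% = receptor with positive control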
LEDGF integ inh = blockers of LEDGF/p75-dependent integrase strand transfer – biochemical, TR-FRET, high throughput, primary screen. HIV-1 integrase (with human LEDGF/p75). TR-FRET IN-LEDGF/p75 DNA integration, Eu/Cy5. inhibition, % at 3.7 µM. 370,000 tested, 0.64% active;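 active = inhibition above the screen-wide mean plus 3 SD, cut at about 13% in these data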;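 note: signal is the Cy5 over europium emission ratio at 671 and 618 nm; 0% = plate median of compound wells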
SIAE inh = human SIAE inhibitors, primary screen, biochemical, fluorescence polarization, FP-Rh probe, 1536-well HTS. Sialate O-acetylesterase (Homo sapiens), Q9HAT2. SIAE FP-Rh probe binding. inhibition, % at 9.66 µM. 370,000 tested, 0.69% active. AID 1053197, 2014;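 active = inhibition above a cutoff: mean of compounds within the control limits plus 3 SD of those, cut at about 17% in these data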;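 note: 0% = plate median of compound wells and 100% = probe without SIAE protein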
TDP2 absorb = human TDP2 enzyme inhibitors, primary screen, biochemical, epi absorbance, recombinant enzyme. Tyrosyl-DNA phosphodiesterase 2 (Homo sapiens), O95551. T5PNP hydrolysis, p-nitrophenol absorbance 415 nm. inhibition, % at 12.8 µM. 370,000 tested, 0.34% active;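 active = inhibition above the mean of all tested compounds plus 3 SD, set per campaign, cut at about 25% in these data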;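 note: 0% = DMSO with enzyme and 100% = buffer with substrate but no TDP2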
Target sequence (O95551 whole entry, looked up): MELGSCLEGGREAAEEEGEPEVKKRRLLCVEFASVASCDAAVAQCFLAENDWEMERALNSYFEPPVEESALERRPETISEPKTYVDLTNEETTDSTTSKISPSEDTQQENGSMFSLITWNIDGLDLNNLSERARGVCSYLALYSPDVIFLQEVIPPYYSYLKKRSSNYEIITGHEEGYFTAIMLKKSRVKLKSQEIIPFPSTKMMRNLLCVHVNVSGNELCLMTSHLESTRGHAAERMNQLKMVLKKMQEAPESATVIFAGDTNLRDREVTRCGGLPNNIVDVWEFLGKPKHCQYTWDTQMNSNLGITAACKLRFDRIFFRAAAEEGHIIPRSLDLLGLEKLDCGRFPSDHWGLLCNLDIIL
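Assay system: Recombinant human TDP2 | Quantity: 120 nM TDP2 per well | Incubation: 2 h at 37 °C | Signal: Epi absorbance | Evaluation: Percent inhibition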
rCAG binder = binders of r(CAG) RNA repeats, primary screen, biochemical, fluorescence; 370,000 tested, 1.3% active; r(CAG) RNA repeat, TO-PRO-1 dye displacement fluorescence; inhibition, % at 3 µM;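 active = inhibition above the plate cutoff, the mean of all test compounds on that plate plus 3 SD, cut at about 35% in these data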;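 note: 0% = DMSO alone and 100% = 100 µM mitoxantrone as full dye displacement; higher means more dye released from RNA so lower well fluorescence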
PRMT1 inh = PRMT1 methyltransferase inhibitors, primary screen, biochemical, fluorescence polarization. recombinant PRMT1, activity-based probe fluorescence polarization. AID 652257, 2013. inhibition, % at 2.79 µM. 370,000 tested, 1.3% active. Protein arginine N-methyltransferase 1 (Homo sapiens), Q99873;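 active = inhibition above about 21% made by adding two undisclosed values, limit read from the data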
NR1D1 modulator = modulators of Rev-erb alpha DNA binding, primary screen, biochemical, FITC-DNA, fluorescence polarization, uHTS. activity, % at 10 µM. Rev-erbα–FITC-DNA binding, 90 min. 370,000 tested, 0.79% active. Nuclear receptor subfamily 1 group D member 1 (Homo sapiens), P20393;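 active = activity above about 14%, limit read from the data; passing the limit was not always enough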;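 note: 0% = DMSO wells with 35 nM protein and 100% = DMSO wells with 750 nM protein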
mABHD4 FP = ABHD4 inhibitors, primary screen, biochemical, fluorescence polarization, mouse. inhibition, % at 8.92 µM. 370,000 tested, 0.54% active. (Lyso)-N-acylphosphatidylethanolamine lipase (Mus musculus), Q8VD66. purified mABHD4, FP-Rh probe fluorescence polarization;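 active = inhibition exceeding the mean over every tested compound plus 3 SD, cut at about 30% in these data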;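 note: 0% = plate median of compound wells and 100% = S159A mutant with DMSO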
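Assay system: mABHD4 protein; medium: HEPES pH 7.0, NaCl, Pluronic buffer; dosing: 8.92 µM, single dose; schedule: 45 min + 60 min at 25 °C; signal: FP readout, ex 525 nm / em 598 nm; read-out: normalized percent inhibition of probe labeling; repeats: single replicate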
The depositor's hits bear a star; . = no result given; & = joins results of further samples.

Under each structure – SIAE inh | TCR-CD3 inh | TDP2 absorb | mABHD4 FP | PRMT1 inh | rCAG binder | PG9 binder | NR1D1 modulator | LEDGF integ inh | HTRA1 inh
COc1cc(NC(=O)C2CCCN(S(=O)(=O)c3ccc4c(c3)CCCN4C(C)=O)C2)cc(OC)c1 (configuration not stated)
    -4 | 3 | 0 | 0 | 2 | 5 | 1.9 | 2 | 2 | -13
Cc1nc(CNS(=O)(=O)c2ccc3ccccc3c2)cs1
    5 | -1 | -2 | -2 | -2 | 2 | -1.3 | 2 | 4 | -2
CCCOC(=O)c1ccc(NC(=O)c2cc(=O)[nH]c3ccccc23)cc1
    -8 | -1 | 7 | 1 | -2 | 4 | 1.9 | -1 | 3 | -18
Cc1ccc(OCCNC(=O)CNC(=O)c2ccc(Cl)c([N+](=O)[O-])c2)cc1
    -2 | 0 | -2 | -9 | -1 | -1 | -2.8 | -2 | 0 | -3
C=CCN1C(=O)c2ccc(C(=O)N(C)CC(=O)Nc3ccccc3C(F)(F)F)cc2C1=O
    4 | -3 | 13 | 7 | 2 | -5 | 0.6 | -30 | -1 | 4
COc1ccc(C(=O)O)cc1S(=O)(=O)NC1CCN(Cc2ccccc2)CC1
    0 | -3 | -3 | 2 | 4 | 2 | 0.4 | -2 | -1 | 3
COc1cccc(N2CCN(CC(=O)Nc3nc4c(s3)CC(C)CC4)CC2)c1 (configuration not stated)
    2 | 11 | 3 | 19 | 0 | -5 | -1.9 | 0 | 0 | -5
CCn1cc(C(=O)NCC2CCCO2)c(=O)c2cc(S(=O)(=O)N(C)C)ccc21 (configuration not stated)
    6 | -9 | -10 | -5 | 11 | 0 | -0.8 | -7 | 1 | -1
Cc1ccccc1Oc1ccc(Oc2ccccc2C)nn1
    -6 | 3 | -11 | -5 | -1 | -6 | -0.6 | 1 | 0 | -7
O=C(N/N=C/c1ccccc1O)C1(O)c2ccccc2-c2ccccc21
    2 | 1 | 0 | 4 | -2 | 1 | 0.2 | -4 | -4 | 3
CC1(C(=O)Nc2ccc3ccccc3c2)CCC(=O)N1C1CC1 (configuration not stated)
    -1 | -2 | -5 | 5 | 2 | 0 | -1.3 | 1 | -8 | .
O=C(Nc1ccc(Cl)c(Cl)c1)Nc1nnc(CC2=CCCCC2)s1
    -3 | -4 | 9 | 1 | -2 | 2 | -2.4 | 9 | -1 | 1
CN(Cc1ccccc1)C(=O)c1ccc(Cc2cn(C)c3ccccc23)nc1
    8 | -1 | 1 | 4 | 2 | 1 | -1.6 | -1 | -1 | .
Cc1c(Cl)cccc1NC(=O)CCC(=O)NNC(=O)c1ccco1
    0 | 8 | -6 | 4 | -2 | 3 | -2.0 | -2 | -2 | 1
Cn1c(C(=O)N2CCCC(C(=O)c3ccc(C(F)(F)F)cc3)C2)cc(=O)n(C)c1=O (configuration not stated)
    -1 | 4 | -9 | 2 | -2 | -5 | 1.1 | 1 | 3 | 7

Other structures:
Under each structure – SIAE inh | TCR-CD3 inh | TDP2 absorb | mABHD4 FP | PRMT1 inh | rCAG binder | PG9 binder | NR1D1 modulator | LEDGF integ inh | HTRA1 inh
O=C(Cc1cccs1)N1CCCC(c2nc3c(nnn3Cc3ccccc3Cl)c(=O)[nH]2)C1 (configuration not stated)
    -2 | 4 | -1 | 3 | -3 | 2 | -1.6 | -6 | -1 | -2
C=CC[C@@H](CC(=O)NCCO)C(=O)N[C@H](COC(=O)[C@H](CC=C)CC(=O)OC(C)(C)C)Cc1c[nH]c2ccccc12
    3 | 2 | -3 | 0 | -2 | -1 | -3.1 | 0 | -5 | 8
CC(=O)Nc1ccc(OCC(O)Cn2nc(C)c(Br)c2C)cc1 (configuration not stated)
    -4 | -2 | -3 | 3 | 2 | -1 | 1.2 | 4 | -2 | 3
Cn1c(=O)n(C)c2cc(NS(=O)(=O)c3ccc(Br)s3)ccc21
    4 | 1 | 16 | 3 | 0 | 5 | -1.5 | 1 | 4 | 2
CN(C)S(=O)(=O)N1CCC(CCCC2CCN(S(=O)(=O)N(C)C)CC2)CC1
    3 | -4 | -7 | 4 | -1 | -7 | 0.2 | -2 | -2 | 6
N/C(Cc1ccc([N+](=O)[O-])cc1)=N\OC(=O)CC1CCCCC1
    5 | -7 | 7 | 3 | 1 | -1 | 1.8 | -2 | 0 | 0
CCOc1ccc(C(=O)N2CCCC(c3nc(-c4cccs4)no3)C2)cc1 (configuration not stated)
    6 | -4 | -6 | 1 | 2 | -8 | -1.6 | -6 | -3 | -9
CCn1c(SCC(=O)NCC2CCCO2)nc2ccccc21 (configuration not stated)
    1 | 7 | -3 | -3 | -1 | 2 | 2.3 | -2 | 1 | -6
CC1(Cc2ccc3ccccc3n2)C(=O)Nc2ccc(OC(F)(F)F)cc21 (configuration not stated)
    3 | -1 | -1 | -6 | 6 | -3 | 0.6 | 6 | -4 | .
COc1ccccc1/C=C1\SC(=O)N(CC(=O)N(C)C2CCS(=O)(=O)C2)C1=O (configuration not stated)
    5 | 5 | -6 | 2 | 1 | -2 | 0.9 | 0 | -1 | 2
NC(=O)c1cccnc1Sc1ccc(Cl)cc1
    0 | 12 | -1 | -4 | -2 | 0 | 0.8 | 1 | 3 | 0
Cc1ccc(-n2nc3c(c2NC(=O)C2CC2)CS(=O)(=O)C3)cc1C
    4 | 4 | 2 | 9 | 3 | -1 | -1.2 | -1 | -1 | 2
CC(C)c1ccc(NC(=S)NCc2ccc3c(c2)OCO3)cc1
    10 | -4 | 3 | -13 | -5 | -1 | -1.8 | 2 | 4 | -18
O=C(O)CCC(=O)Nc1ccc(Cc2ccc(NC(=O)CCC(=O)O)c(O)c2)cc1O
    -9 | 9 | -19 | -2 | 2 | 13 | -1.1 | -2 | 6 | 10
CCOC(=O)c1c(N2C(=O)Nc3ccccc3N2O)n[nH]c1-c1cccc(Cl)c1
    -6 | -2 | -15 | -3 | 3 | 9 | -3.4 | 0 | 5 | -1

The list continues:
Under each structure – SIAE inh | TCR-CD3 inh | TDP2 absorb | mABHD4 FP | PRMT1 inh | rCAG binder | PG9 binder | NR1D1 modulator | LEDGF integ inh | HTRA1 inh
Cc1nc2ccc(NC(=O)NCc3ccco3)cc2s1
    -4 | 5 | 11 | 0 | 3 | 1 | -0.3 | -1 | 1 | -3
C=CCSc1nnc(NC(=O)C23CC4CC(CC(NC(C)=O)(C4)C2)C3)s1
    0 | 7 | 6 | -1 | 3 | -3 | -1.2 | -4 | -2 | -1
Cc1ccc(S(=O)(=O)NCC(=O)OCC(=O)NCc2cccs2)cc1
    1 | -10 | 0 | -3 | 0 | -2 | 1.6 | 6 | -3 | 2
COc1ccc2[nH]c3c(c2c1)CCN1C(=O)C(CC(=O)NCCN2CCOCC2)C[C@H](C(=O)N2CCOCC2)[C@@]31CCC1CCCC1 (some centres not stated)
    1 | -6 | 7 | 9 | -1 | 1 | 0.2 | -2 | -5 | 2
CCOC(=O)c1cc(CC)sc1/N=C/C1=C(O)CC(C)(C)CC1=O
    -1 | 5 | -1 | -4 | 7 | -3 | -1.1 | 6 | 0 | 6
N#C/C(=C\c1ccccc1)C(=O)N1CCN(c2ccccc2F)CC1
    3 | 2 | 0 | -3 | 5 | 0 | 1.3 | 7 | -9 | -2
COc1ccc(C(=O)OCCCN(C)C2CN(Cc3cn(Cc4ccc([N+](=O)[O-])cc4)nn3)S(=O)(=O)C2)cc1OC (configuration not stated)
    5 | . | 1 | -12 | 4 | 8 | . | 0 | -5 | .
COc1ccc(C(=O)c2ccccc2O)c(O)c1
    -4 | 7 | 3 | -6 | 3 | 1 | -1.5 | 6&3 | -2 | 0
CCc1ccc(NC(=O)COC(=O)Cn2cnc3ccccc32)cc1
    -3 | -8 | -10 | -5 | 6 | 0 | 1.8 | -4 | -4 | -6
CC1([N+](=O)[O-])COC2(CCCCC2)OC1
    1 | 2 | 2 | 5 | 0 | 0 | 0.9 | -5 | -4 | 4
CCn1c(SCC(=O)N/N=C/c2ccc(C)o2)nnc1-c1ccc(C)cc1
    10 | -1 | 12 | 2 | 0 | 2 | -0.8 | 3 | -4 | 1
COc1ccc(S(=O)(=O)N2CCCC2C(=O)NCc2ccccc2Cl)cc1 (configuration not stated)
    3 | 0 | 15 | -4 | -4 | -6 | -0.3 | 0 | 0 | -1
O=C(CN1c2cccc3cccc(c23)S1(=O)=O)NCc1ccc2c(c1)OCO2
    0 | -10 | -8 | 3 | 2 | 0 | 0.3 | 0 | -2 | -7
FC(F)(F)c1cc(CNC2CCC23CCCCC3)ccc1Cl (configuration not stated)
    -2 | . | 10 | 5 | 4 | . | . | -3 | 3 | .
CCC(C(=O)OCc1csc(CC(=O)Nc2ccccc2C)n1)c1ccccc1 (configuration not stated)
    -4 | -2 | -4 | 30* | -2 | 5 | -0.9 | 1 | 7 | -14

(further entries)
Under each structure – SIAE inh | TCR-CD3 inh | TDP2 absorb | mABHD4 FP | PRMT1 inh | rCAG binder | PG9 binder | NR1D1 modulator | LEDGF integ inh | HTRA1 inh
CCOC(=O)CC(NC(=O)c1cccc2c1C(=O)N(Cc1cccnc1)C2)c1ccc(OC(C)C)cc1 (configuration not stated)
    -1 | -2 | 4 | 1 | 4 | -3 | -0.2 | 3 | 2 | 7
c1coc(-c2ccnc(-n3cccc3)n2)c1
    -6 | -1 | -8 | 4 | -1 | 1 | -0.2 | 4 | -6 | 4
CCN(CC)c1ccc(/C=N/NC(=O)c2c[nH]c3ccccc23)cc1
    24* | 2 | 8 | 8 | 2 | 5 | -5.7 | 2 | -5 | 8
COc1ccccc1/C=C/C=N/NC(=O)c1cc(-c2ccco2)[nH]n1
    -8 | 3 | 10 | -23 | 8 | 14 | -6.6 | 2 | 3 | .
O=C(COC(=O)c1c(F)cccc1F)Nc1ccc2[nH]c(=O)[nH]c2c1
    3 | -2 | 11 | 8 | 0 | 3 | -2.9 | -4 | 1 | 4
O=C(/C=C/c1cccc(C(F)(F)F)c1)Nc1cccc(C(F)(F)F)c1
    -136 | 1 | 1 | -65 | 2 | 5 | -1.2 | -4 | 2 | -36
CC(C)NC(=O)NC(=O)CSc1ccc(S(=O)(=O)N2CCOCC2)cn1
    -7 | -2 | -5 | 4 | -3 | -1 | -2.2 | -10 | 4 | 1

Gathered by group: those above containing bromine.
Under each structure – SIAE inh | TCR-CD3 inh | TDP2 absorb | mABHD4 FP | PRMT1 inh | rCAG binder | PG9 binder | NR1D1 modulator | LEDGF integ inh | HTRA1 inh
CC(=O)Nc1ccc(OCC(O)Cn2nc(C)c(Br)c2C)cc1 (configuration not stated)
    -4 | -2 | -3 | 3 | 2 | -1 | 1.2 | 4 | -2 | 3
Cn1c(=O)n(C)c2cc(NS(=O)(=O)c3ccc(Br)s3)ccc21
    4 | 1 | 16 | 3 | 0 | 5 | -1.5 | 1 | 4 | 2

From PubChem

This is a subset; rates above refer to the full screens.
